hIAP block: blocks human intestinal alkaline phosphatase; purified IAP, CDP-Star luminescence, 30 min; inhibition, % at 10 µM; actives 0.12% (n = 330,000); AID 2544;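 active means inhibition reaching a set limit with compound at 10 µM in the primary screen, cut at about 35% in these data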;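 further: plate controls were DMSO wells with enzyme for no effect and no-enzyme buffer wells for full effect; values of inactives mirror those of a sister screen read the other way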
Target sequence (P09923 whole entry, looked up): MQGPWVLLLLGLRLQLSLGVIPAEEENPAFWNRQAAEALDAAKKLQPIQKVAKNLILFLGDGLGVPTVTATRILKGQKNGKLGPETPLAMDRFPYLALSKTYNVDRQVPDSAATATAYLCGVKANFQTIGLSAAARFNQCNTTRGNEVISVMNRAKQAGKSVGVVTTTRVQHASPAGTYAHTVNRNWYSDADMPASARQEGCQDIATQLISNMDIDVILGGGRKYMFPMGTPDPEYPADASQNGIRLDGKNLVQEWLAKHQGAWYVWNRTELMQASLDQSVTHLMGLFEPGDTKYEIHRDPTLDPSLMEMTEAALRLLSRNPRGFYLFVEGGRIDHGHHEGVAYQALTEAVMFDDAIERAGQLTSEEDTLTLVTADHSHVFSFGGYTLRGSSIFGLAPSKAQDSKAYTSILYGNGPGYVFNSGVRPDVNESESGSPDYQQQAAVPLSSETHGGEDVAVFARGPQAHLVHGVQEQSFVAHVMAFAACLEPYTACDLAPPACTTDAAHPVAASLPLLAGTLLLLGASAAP
APOBEC3G inh: APOBEC3G (human) deaminase inhibition; Q9HC16; inhibition, % at 20 µM; recombinant A3G, ssDNA deamination FAM/TAMRA fluorescence; actives 0.28% (n = 330,000);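 active means inhibition of at least 40% at 20 µM, with no more than 30% in the related APOBEC3A deaminase screen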;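 further: plate controls were DMSO wells with A3G for no effect and wells lacking A3G enzyme for full effect; some compounds called inactive have numbers as strong as hits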
Target sequence (Q9HC16 whole entry, looked up): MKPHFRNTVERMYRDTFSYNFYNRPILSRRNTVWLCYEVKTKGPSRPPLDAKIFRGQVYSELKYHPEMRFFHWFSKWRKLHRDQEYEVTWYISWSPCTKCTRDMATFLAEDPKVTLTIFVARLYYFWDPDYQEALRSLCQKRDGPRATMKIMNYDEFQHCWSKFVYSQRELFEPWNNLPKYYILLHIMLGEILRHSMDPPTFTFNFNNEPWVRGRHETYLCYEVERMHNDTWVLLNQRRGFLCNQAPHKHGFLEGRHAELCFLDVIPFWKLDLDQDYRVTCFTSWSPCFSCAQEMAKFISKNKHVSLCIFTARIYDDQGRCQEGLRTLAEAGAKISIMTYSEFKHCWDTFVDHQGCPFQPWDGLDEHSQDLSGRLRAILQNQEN
mIAP inh: mouse IAP inhibition; purified mouse IAP, CDP-Star luminescence, 30 min; inhibition, % at 10 µM; actives 0.2% (n = 330,000);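 active means inhibition of at least 40% at 10 µM in the primary screen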;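 further: plate controls were DMSO with enzyme for no effect and no enzyme wells for full effect; values of inactives mirror those of a sister screen read the other way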
A3A deaminase: inhibitors of human APOBEC3A DNA deaminase | recombinant A3A, FAM/TAMRA ssDNA deamination fluorescence | inhibition, % at 20 µM | actives 0.41% (n = 330,000) | AID 493011;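 active means at least 40% inhibition at 20 µM here, with at most 30% in a related deaminase screen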;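 further: plate controls were A3A with DMSO for no effect and wells lacking A3A enzyme for full effect; some results filed as inactive read as strong as hits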
tim10-1 inh: tim10-1 yeast growth inhibition | S. cerevisiae tim10-1 ts strain growth, BacTiter-Glo, 24 h | inhibition, % at 20 µM | actives 2.2% (n = 330,000);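 active means inhibition of at least 40%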;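 further: mutant grown at 25 °C; 0% = DMSO wells with yeast and 100% = wells holding no yeast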
TIM10 inh: growth inhibitors of TIM10 yeast strain | actives 1.4% (n = 330,000) | inhibition, % at 10 µM | AID 463195 | S. cerevisiae TIM10 strain growth, BacTiter-Glo luminescence, 24 h;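 active means inhibition of 40% or more at the single tested concentration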;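 further: wild-type TIM10 isogenic control strain grown at permissive 25 °C; 0% = DMSO yeast wells and 100% = minimal medium wells without yeast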
MIN6 prolif: inducers of beta-cell replication in MIN6 cells; MIN6 cells proliferation, ATPlite luminescence, 48 h; cells starved in 0.2% serum; 100% = growth in 10% serum; proliferation, % at 10 µM; actives 0.29% (n = 330,000); AID 2380;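 active means compounds whose signal lies at least 3.5 SD above the mean of all wells on their plate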;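 further: 0% = DMSO-treated cells in low-serum medium and 100% = 10% serum control; some compounds called inactive have numbers as strong as hits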
NLRP3 yeast inh: inhibitors of NALP3 inflammasome in yeast | inhibition, % at 10 µM | actives 0.39% (n = 330,000) | Yeast reconstituted NLRP3/ASC/caspase-1, beta-gal luminescence, 24 h;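 active means inhibition of 50% or more; inactive means inhibition below 50%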;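 further: plate controls were induced DMSO wells for no effect and uninduced yeast grown without galactose for full effect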
mIAP act: mouse IAP activation; muIAP, CDP-Star luminescence, 30 min; hits give high values; 1 = vehicle-only enzyme signal, 0 = enzyme-free wells; activation factor at 10 µM; actives 0.24% (n = 330,000);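 active means activation factor of at least 2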; further: the source names both 10 and 20 µM as test concentration; values of inactives mirror those of a sister screen read the other way
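System: mouse IAP enzyme. Reagent: CDP-Star chemiluminescent phosphatase substrate. Benchmarks: DMSO wells, no-enzyme wells. Times: 30 min enzyme-substrate-compound incubation at room temperature. Detection: luminescence from enzymatic CDP-Star hydrolysis. Doses: test compounds delivered from DMSO solution.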
* hit, by the source's call.

No.	SMILES	hIAP block	APOBEC3G inh	mIAP inh	A3A deaminase	tim10-1 inh
1	Cc1ccc2nc(SCC(=O)NCc3ccco3)c(C)cc2c1	3	2	9	3	11
2	COc1cc(/C=N\NC(=O)c2cccc(Cl)c2)ccc1Oc1ccc([N+](=O)[O-])cn1	4	-7	8	-4	18
3	CCOC(=O)c1ccc(NC(=O)C2CCCN(S(=O)(=O)c3cnc[nH]3)C2)cc1 (stereo not given)	-4	-3	2	1	-21
4	CCN(CC)S(=O)(=O)c1ccc(Oc2ccc(S(=O)(=O)N(CC)CC)cc2)cc1	-6	-4	-8	-3	21
5	O=C(c1sccc1-c1ccccc1)N1CCN(S(=O)(=O)c2ccccc2)CC1	13	1	1	1	31
6	O=C(COc1ccccc1)NNC1=NS(=O)(=O)c2ccccc21	1	-10	9	-5	-12
7	COc1ccc(S(=O)(=O)N2CCOCC2)cc1NC(=O)Cc1cccs1	-24	-6	-18	-1	1
8	COc1ccc(C(C(=O)NC(C)(C)C)N(Cc2ccco2)C(=O)CCC(=O)Nc2ccccn2)cc1 (stereo not given)	6	-5	-1	-3	12
9	COc1ccc(-n2c(=O)[nH]c3cc(C(=O)NCCc4ccc(Cl)cc4)ccc3c2=O)cc1OC	6	-2	12	4	1
10	COc1ccc(-c2csc(NC(C)c3nc4cc(C(F)(F)F)ccc4n3CCOCCO)n2)cc1 (stereo not given)	17	-6	7	-3	26
11	Cc1nn(-c2ccc(F)cc2)c(N)c1C1(O)C(=O)Nc2ccccc21 (stereo not given)	10	-5	2	0	8
12	CC(C(=O)Nc1ccccc1Cl)c1ccc([N+](=O)[O-])cc1 (stereo not given)	-21	-2	-4	-1	17
13	CCN1CCN(C(=O)C2CCN(S(=O)(=O)c3cccc4cccnc34)CC2)CC1	-4	3	10	2	19
14	Cc1ccc(C(=O)CSc2nnc(COc3cc(C)cc(C)c3)o2)cc1	-5	1	3	2	8
15	Cc1[nH]c(C)c(S(=O)(=O)NCCc2ccc(S(N)(=O)=O)cc2)c1C(=O)N1CCCC1	0	-2	1	1	-5

No.	TIM10 inh	MIN6 prolif	NLRP3 yeast inh	mIAP act
1	-9	3	32	0.91
2	24	0	19	0.92
3	-9	2	8	0.98
4	-40	-6	42	1.1
5	12	3	3	0.99
6	11	0	-9	0.91
7	-9	1	2	1.2
8	3	0	5	1
9	13	-4	-6	0.88
10	21	-6	11	0.93
11	11	1	33	0.98
12	-9	-3	17	1
13	7	-2	15	0.9
14	-4	-3	21	0.97
15	-6	-3	11	0.99

Single records, from the list above. Order of values: hIAP block | APOBEC3G inh | mIAP inh | A3A deaminase | tim10-1 inh | TIM10 inh | MIN6 prolif | NLRP3 yeast inh | mIAP act
Listed for `O=C(c1sccc1-c1ccccc1)N1CCN(S(=O)(=O)c2ccccc2)CC1` : 13 | 1 | 1 | 1 | 31 | 12 | 3 | 3 | 0.99
Listed for `COc1cc(/C=N\NC(=O)c2cccc(Cl)c2)ccc1Oc1ccc([N+](=O)[O-])cn1` : 4 | -7 | 8 | -4 | 18 | 24 | 0 | 19 | 0.92
Listed for `COc1ccc(-c2csc(NC(C)c3nc4cc(C(F)(F)F)ccc4n3CCOCCO)n2)cc1` (stereo not given) : 17 | -6 | 7 | -3 | 26 | 21 | -6 | 11 | 0.93
Listed for `COc1ccc(S(=O)(=O)N2CCOCC2)cc1NC(=O)Cc1cccs1` : -24 | -6 | -18 | -1 | 1 | -9 | 1 | 2 | 1.2
Listed for `O=C(COc1ccccc1)NNC1=NS(=O)(=O)c2ccccc21` : 1 | -10 | 9 | -5 | -12 | 11 | 0 | -9 | 0.91

The list continues.
No.	SMILES	hIAP block	APOBEC3G inh	mIAP inh	A3A deaminase	tim10-1 inh
16	Cc1ccc(C2C3=C(CCCC3=O)OC3=C2C(=O)CCC3)cc1	20	-9	0	-7	20
17	O=C(O)CC(CC(=O)O)(C(=O)O)c1ccccc1	-2	-6	-6	-7	10
18	O=C(CNCC1(N2CCOCC2)CCCCC1)Nc1ccc(Cl)cc1	-12	-8	10	-2	13
19	CCOc1cc(C=O)ccc1OCCSc1ccc(C)cc1	18	2	4	2	0
20	Cc1nc2c(c(=O)n1CCC(C)C)c1nc3ccccc3nc1n2CC1CCCO1 (stereo not given)	19	-4	10	-4	21
21	COc1ccc(CCNC(=O)c2ccccc2NS(=O)(=O)c2cc(C(=O)O)ccc2OC)cc1	-2	-6	10	-5	11
22	CCOC(=O)c1c(NC(=O)c2cccs2)sc(C)c1CC	3	-3	4	0	11
23	COc1cc(C(=O)OCC(=O)Nc2ccc(OC(F)F)cc2)cc(OC)c1OC	6	-6	4	-3	-19
24	COc1cc(CO)ccc1OCc1nnnn1-c1ccc(C)cc1	-32	-7	1	6	16
25	Cc1cc(C)c(C#N)c(Nc2ccccc2C)n1	3	-1	0	0	9
26	CCc1nc(NCCc2ccccn2)c2nnn(Cc3ccccc3F)c2n1	5	-7	10	-3	12
27	CCOc1ccc(C(=O)Nc2ccc3nc(N4CCN(CC)CC4)cc(C)c3c2)cc1	-4	0	-16	1	11
28	COc1cc([N+](=O)[O-])ccc1NC(=O)CCCOc1ccc(C)cc1	3	-6	6	-3	29
29	Cc1cc2c(=O)n(C)c(SCC(=O)Nc3cccc(O)c3)nc2s1	16	-8	0	-4	-12
30	CCC[C@@H]1Cc2ccccc2N1C(C)=O	24	-9	8	-5	2

No.	TIM10 inh	MIN6 prolif	NLRP3 yeast inh	mIAP act
16	10	3	-25	1
17	-1	-2	10	1.1
18	7	1	10	0.91
19	-3	-5	65*	0.96
20	20	0	22	0.9
21	10	-1	14	0.9
22	15	-3	12	0.96
23	5	0	19	0.96
24	-2	-2	11	0.99
25	-12	0	11	1
26	29	0	26	0.9
27	-3	-7	12	1.2
28	5	0	25	0.94
29	8	0	-6	1
30	-8	2	13	0.92

No.	SMILES	hIAP block	APOBEC3G inh	mIAP inh	A3A deaminase	tim10-1 inh
31	Cc1ccc(NCc2ccccc2)cc1	12	-2	5	0	7
32	COc1cc(NC(=O)CSc2nc3[nH]ncc3c(=O)n2-c2ccc(Cl)cc2)cc(OC)c1	8	-6	13	-2	22
33	CCN(CC)c1ccc(NC(=O)c2cc3ccccc3o2)c(C)c1	7	-2	-2	1	9
34	CCc1ccc(-c2nc(SCC(=O)N3CCOCC3)n[nH]2)cc1	-10	-4	-2	-1	-2
35	CC/C(=N\NC(=O)c1c(C)nc2ccccn12)c1ccc(Cl)cc1	-12	-3	2	1	22
36	C=CCCC(=O)Nc1ccc(Br)cn1	10	55*	-1	0	-3
37	Cc1occc1C(=O)N1CCCC(N2CCN(c3ccccc3F)CC2)C1 (stereo not given)	-23	-8	-3	0	-11
38	Cc1ccc(NC(=O)C2CC(O)CN2C(=O)Oc2ccccc2)c(C)c1 (stereo not given)	-2	-7	3	-7	7
39	Cc1ccc(-c2nc3ncccn3c2Nc2ccc3c(c2)OCCO3)cc1	-24	-7	3	-8	3
40	O=[N+]([O-])c1cc(C(F)(F)F)ccc1NCCc1ccccn1	-4	-2	6	-6	19
41	CN(C)C(CNC(=O)c1ccc(S(=O)(=O)NCc2ccco2)cc1)c1ccccc1 (stereo not given)	0	-5	-12	-3	-4
42	Cc1cccc(N2CCN(C(=O)COCc3cc(-c4ccc5c(c4)OCO5)on3)CC2)c1C	-11	15	3	0	20
43	Cn1c(SCCCC(=O)c2ccc(Br)cc2)nnc1-c1ccncc1	-9	-5	8	-4	38
44	CCOC(=O)c1ccc(NC(=O)c2cc(C)nn2-c2ccccc2)cc1	-12	-7	3	-4	27
45	O=C(COc1ncnc2ccccc12)NCCC1=CCCCC1	-18	-5	-1	-1	-2

No.	TIM10 inh	MIN6 prolif	NLRP3 yeast inh	mIAP act
31	-7	-2	0	0.95
32	5	-5	3	0.87
33	16	2	28	1
34	6	-3	-30	1
35	-12	11	19	0.98
36	5	-4	5	1
37	1	2	-2	1
38	-1	-3	1	0.97
39	19	-2	20	0.97
40	11	0	31	0.94
41	-4	-1	-4	1.1
42	18	-8	17	0.97
43	32	-1	-25	0.92
44	16	-5	37	0.97
45	-19	-5	22	1

No.	SMILES	hIAP block	APOBEC3G inh	mIAP inh	A3A deaminase	tim10-1 inh
46	COc1ccc(C2=NO[C@@H]3C(=O)N(c4ccc5c(c4)OCCO5)C(=O)[C@H]23)cc1OC	8	-8	0	-2	-2
47	CCn1c(=S)[nH]c2sc3c(c2c1=O)CCCC3	-16	-1	18	-5	9
48	COc1ccc(NC(=O)N(C)C[C@H]2Oc3ccc(NC(=O)CCC(F)(F)F)cc3C(=O)N([C@H](C)CO)C[C@@H]2C)cc1	-7	-3	-11	1	-3
49	O=C(NC1CCN(Cc2ccc(Cl)c(Cl)c2)CC1)c1ccccc1	4	-3	-3	-1	-1
50	Cc1ccc(S(=O)(=O)N2CCOCC2)cc1C(=O)OCC(=O)c1c(N)n(C)c(=O)n(C)c1=O	-11	1	-3	3	-1
51	CC(NC(=O)/C(C#N)=C1\N=C(NC(=O)c2ccco2)c2ccccc21)c1ccccc1 (stereo not given)	21	-3	9	0	19
52	CCCOc1ccc(N2CC(C(=O)Nc3ccc4c(c3)OCO4)CC2=O)cc1 (stereo not given)	10	10	-2	-1	19
53	C=CCn1c(CCn2c3ccccc3c3ccccc32)n[nH]c1=S	-18	-4	0	-3	43*
54	Cc1nc(P(=O)(c2ccccc2)c2ccccc2)c(N2CCOCC2)o1	9	-4	0	0	2
55	CC(=O)c1ccc(S(=O)(=O)Nc2ccc(Cl)c(S(=O)(=O)N3CCCC3)c2)cc1	-3	-1	1	5	-2
56	CN(C)/C=C1\C(=O)Oc2ccccc2C1=O	-19	15	-8	-2	28
57	O=C(Cc1ccc(NC2=NC3CS(=O)(=O)CC3S2)cc1)Nc1ccc(F)cc1 (stereo not given)	-10	-2	-3	-2	4
58	CN1C(=O)CC(N2CCN(C(=O)CN3CCCC3)CC2)C1=O (stereo not given)	8	-3	-7	-1	-5
59	Cc1ccc(NC(=O)COC(=O)c2cc(C)nc3ccccc23)c([N+](=O)[O-])c1	14	-2	4	-2	11
60	COc1cc2c(cc1OC)CN(CC(=O)Nc1cccc([N+](=O)[O-])c1)CC2	13	-8	4	-1	15

No.	TIM10 inh	MIN6 prolif	NLRP3 yeast inh	mIAP act
46	-5	-5	6	1
47	22	-1	-12	0.82
48	-10	1	-5	1.1
49	-8	0	31	1
50	10	1	21	1
51	1	-4	31	0.91
52	13	-1	6	1
53	33	-1	12	1
54	-6	2	11	1
55	10	-2	14	0.99
56	6	-3	17	1.1
57	4	-4	13	1
58	-11	1	2	1.1
59	13	-3	-4	0.96
60	5	0	19	0.96

Part of the list above in order of molecular weight, rising:
No.	SMILES	hIAP block	APOBEC3G inh	mIAP inh	A3A deaminase	tim10-1 inh
29	Cc1cc2c(=O)n(C)c(SCC(=O)Nc3cccc(O)c3)nc2s1	16	-8	0	-4	-12
7	COc1ccc(S(=O)(=O)N2CCOCC2)cc1NC(=O)Cc1cccs1	-24	-6	-18	-1	1
20	Cc1nc2c(c(=O)n1CCC(C)C)c1nc3ccccc3nc1n2CC1CCCO1 (stereo not given)	19	-4	10	-4	21

No.	TIM10 inh	MIN6 prolif	NLRP3 yeast inh	mIAP act
29	8	0	-6	1
7	-9	1	2	1.2
20	20	0	22	0.9

Source: PubChem BioAssay
